Bioassay records as filed in PubChem BioAssay.
MITF primary – MITF inhibitors, primary screen, biochemical, AlphaScreen, human | Microphthalmia-associated transcription factor (Homo sapiens), O75030 | AlphaScreen MITF homodimerization, bead proximity signal | inhibition, % at 2.6 µM | hit rate 0.91% among 650,000 | AID 1259374, 2018; in the data active means inhibition above about 50%;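 further: 0% = vehicle wells with protein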
Target sequence (O75030 whole entry, looked up): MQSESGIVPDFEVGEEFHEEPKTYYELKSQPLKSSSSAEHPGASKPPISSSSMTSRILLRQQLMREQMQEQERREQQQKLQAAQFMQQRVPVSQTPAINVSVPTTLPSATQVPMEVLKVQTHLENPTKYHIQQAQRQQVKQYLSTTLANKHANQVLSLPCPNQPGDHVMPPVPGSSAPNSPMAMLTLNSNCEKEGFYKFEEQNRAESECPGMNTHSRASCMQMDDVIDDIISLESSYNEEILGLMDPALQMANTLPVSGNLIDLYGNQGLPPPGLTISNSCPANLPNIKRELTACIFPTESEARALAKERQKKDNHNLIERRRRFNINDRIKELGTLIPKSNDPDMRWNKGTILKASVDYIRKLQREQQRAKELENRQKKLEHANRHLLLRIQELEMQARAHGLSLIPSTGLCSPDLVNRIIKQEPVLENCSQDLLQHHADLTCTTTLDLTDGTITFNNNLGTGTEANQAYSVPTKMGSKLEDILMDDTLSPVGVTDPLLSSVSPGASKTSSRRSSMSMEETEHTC
FBW7 act – FBW7 E3 ligase activators, primary screen, biochemical, AlphaScreen, human. normalized activity (activation), % at 26.1 µM. AlphaScreen FBW7–phospho-cyclin E peptide binding, activator screen. hit rate 0.13% among 650,000; in the data active means normalized activity above about 1.9%;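 further: purified mutant Fbw7 with reduced substrate affinity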
GPR151 ag – activators of human GPR151, primary screen, cell-based, PathHunter beta-arrestin, luminescence | G-protein coupled receptor 151 (Homo sapiens), Q8TDV0 | PathHunter beta-arrestin GPR151 cells | activation, % at 11.2 µM | hit rate 1% among 650,000 | AID 1508602, 2020; in the data active means activation above about 4.9%;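 further: 0% = median of compound wells and 100% = cells with positive control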
Target sequence (Q8TDV0 whole entry, looked up): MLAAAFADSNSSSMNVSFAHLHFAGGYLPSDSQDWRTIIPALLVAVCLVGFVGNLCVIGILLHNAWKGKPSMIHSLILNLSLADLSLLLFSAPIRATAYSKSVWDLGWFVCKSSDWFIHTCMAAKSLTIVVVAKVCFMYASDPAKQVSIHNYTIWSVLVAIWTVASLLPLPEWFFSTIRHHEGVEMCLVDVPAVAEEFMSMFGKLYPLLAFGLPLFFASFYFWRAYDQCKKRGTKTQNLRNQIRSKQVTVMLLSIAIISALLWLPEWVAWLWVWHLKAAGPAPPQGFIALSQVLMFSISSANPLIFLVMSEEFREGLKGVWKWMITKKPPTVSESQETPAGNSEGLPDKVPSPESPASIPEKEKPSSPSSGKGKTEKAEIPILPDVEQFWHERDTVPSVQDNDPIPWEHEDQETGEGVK
TEAD-YAP block – TEAD-YAP interaction inhibition, primary screen, TEAD-YAP interaction inhibitor project, luminescence, HEK-TIYL cells | AID 1259422, 2018 | inhibition, % at 9.12 µM | TEAD-Gal4/YAP UAS-luciferase luminescence | hit rate 1.4% among 640,000; in the data active means inhibition above about 32%;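 further: 0% = median of test compound wells and 100% = reference inhibitor wells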
Active calls of the source: *.

The opening six records, to show the layout:
SMILES	MITF primary	FBW7 act	GPR151 ag	TEAD-YAP block
O=S(=O)(O)c1ccc2c(c1)C(S(=O)(=O)O)CC(=N\O)/C2=N/O (stereo not drawn)	14	-0.1	-0.2	4
CC(=O)c1ccc(NC(=O)C(C)Cl)cc1 (stereo not drawn)	0	0.1	2.3	16
OCC1(Cc2ccc(Cl)cc2)CCN(C2CCSCC2)CC1	-12	0.0	2.0	-4
O=C(CSc1nnc(-c2cccnc2)n1-c1ccccc1F)Nc1ccc2c(c1)OCO2	4	-0.1	0.8	9
Cc1cccc(C(=O)Nc2ccc(C(=O)Nc3ccccc3I)cc2)c1	5	-0.1	0.2	9
CN(C(=O)Cn1cnc2c(nnn2-c2cccc(F)c2)c1=O)c1ccccc1	0	-0.2	-1.8	-2

This part in full, from the first entry:
SMILES	MITF primary	FBW7 act	GPR151 ag	TEAD-YAP block
O=S(=O)(O)c1ccc2c(c1)C(S(=O)(=O)O)CC(=N\O)/C2=N/O (stereo not drawn)	14	-0.1	-0.2	4
CC(=O)c1ccc(NC(=O)C(C)Cl)cc1 (stereo not drawn)	0	0.1	2.3	16
OCC1(Cc2ccc(Cl)cc2)CCN(C2CCSCC2)CC1	-12	0.0	2.0	-4
O=C(CSc1nnc(-c2cccnc2)n1-c1ccccc1F)Nc1ccc2c(c1)OCO2	4	-0.1	0.8	9
Cc1cccc(C(=O)Nc2ccc(C(=O)Nc3ccccc3I)cc2)c1	5	-0.1	0.2	9
CN(C(=O)Cn1cnc2c(nnn2-c2cccc(F)c2)c1=O)c1ccccc1	0	-0.2	-1.8	-2
COc1cc(NS(=O)(=O)c2ccc(NC(=S)NC(=O)c3ccncc3)cc2)ncn1	12	-0.2	0.2	2
C=CCSc1nnc2c(n1)OC(c1cccnc1)N(C(C)=O)c1ccccc1-2 (stereo not drawn)	2	-0.1	-1.3	1
Cc1ccc(CN(C(=O)c2ccccc2Cl)C2CCS(=O)(=O)C2)o1 (stereo not drawn)	-6	0.0	-0.2	-1
c1ccc2c(c1)N=C(NNC1=Nc3ccccc3OC1)CO2	-8	0.2	-2.4	-51
COc1cccc(-c2cnc(NCc3cccc(Br)c3)n2C)c1	22	-0.2	0.7	-3
CCOC(=O)c1c(NC(=O)CSc2nnc(CNC(=O)c3cccs3)n2CCc2ccccc2)sc2c1CCCC2	0	-0.1	0.6	-1
CCOC(=O)C1=C(N)n2c(s/c(=C\c3ccc(Cl)cc3)c2=O)=C(C(=O)OCC)C1c1ccc(Cl)cc1 (stereo not drawn)	-3	0.0	0.2	0
COc1cc(NC(=O)c2cc3c(=O)n(C)c4ccccc4c3s2)cc(OC)c1OC	6	0.0	0.4	10
Cc1n[nH]c(=S)n1/N=C/c1cccc(Cl)c1	-16	0.0	-1.3	-2
CC1CCc2c(sc(NC(=O)Cc3ccccc3[N+](=O)[O-])c2C#N)C1 (stereo not drawn)	6	-0.2	0.4	-2
CCOc1ccc(/C=C2\C(=O)NN(c3ccc(C)c(C)c3)C2=O)cc1O	-6	-0.1	-0.2	5
O=C(c1ccc(SCCN2CCOCC2)c([N+](=O)[O-])c1)N1CCOCC1	0	0.0	-1.1	2
Cc1c(C(=O)N2CCN(c3ccccc3F)CC2)sc2nc3n(c(=O)c12)CCCC3	1	-0.1	0.6	-7
Cc1noc(C)c1CN1C(=O)NC(C)(c2ccccc2)C1=O (stereo not drawn)	2	-0.2	3.5	-4
CC(C)(CC(=O)OCc1ccc(Cl)cc1)CC1=NS(=O)(=O)c2ccccc2N1	1	-0.1	0.5	3
Cc1ccc(S(=O)(=O)N(C)CC(=O)N2CCOCC2)cc1	-7	0.5	-2.2	-3
O=C(O)CC1S/C(=N/N=C/c2ccc(-c3cccc([N+](=O)[O-])c3)o2)NC1=O (stereo not drawn)	1	-0.4	-0.4	-1
O=C(COc1ccc(F)cc1)Nc1ccc(I)cc1	9	-0.2	-0.2	-16
Cc1ccc(-c2cc3n(Cc4ccccc4)ccn3c2)cc1	12	-0.1	-0.6	-8
COc1ccc(NC(=O)Cn2c(-n3nc(C)cc3C)nc(-c3ccccc3)cc2=O)cc1OC	9	0.1	-0.1	12
CCCC1CCc2c(sc(NC(=O)c3cc(OC)cc(OC)c3)c2C(N)=O)C1 (stereo not drawn)	24	0.0	1.0	4
CCC(C)(C)n1nnnc1CN1CCN(Cc2ccncc2)CC1	-1	-0.1	0.1	4
Cc1ccc(NC(=O)Cn2nc(C(F)(F)F)c(Cl)c2C)cc1C	-9	-0.2	0.5	-7
CCN(CCn1cccn1)Cc1nc(-c2ccc(OC)cc2)no1	2	0.0	2.7	1
Cc1cc(C)nc(NCC(O)CNc2ccccc2C)n1 (stereo not drawn)	10	-0.1	-1.5	1
Nc1nnc(CC(=O)N/N=C/c2cccc([N+](=O)[O-])c2)s1	12	-0.1	2.4	8
CCOC(=O)N1CCN(C(=O)C2CCN(Cc3ccc(CC)cc3)CC2)CC1	42	-0.2	-2.4	-3
COc1cc([N+](=O)[O-])ccc1NC(=S)Nc1ccc(CC(=O)O)cc1	11	-0.2	1.9	2
c1cc(Nc2ccc(N3CCOCC3)cc2)nc(NCc2ccc3c(c2)OCO3)n1	6	-0.2	1.0	38*
COc1cccc(CNC(=O)c2cc3ccc(-c4ccncc4)cc3n2C)c1	16	0.4	7.8*	-7
Cc1c(C#N)c(N)nc(SCC(=O)c2cc3ccccc3oc2=O)c1C#N	8	0.1	1.1	9
O=C(O)CN1C(=O)c2cccnc2Oc2ccc(Cl)cc21	2	-0.2	-0.7	-2
CCOc1ccc2c(C)c(Cl)c(=O)oc2c1C	2	-0.1	1.6	-3
O=C(Nc1cccc2ccccc12)c1ccc(S(=O)(=O)Nc2cccc3ccccc23)cc1	16	0.3	-0.4	3
Cc1nc2scc(-c3ccccc3)c2c(=O)n1/N=C/c1ccccc1O	-6	-0.1	-0.1	-3
COC(=O)Cn1c(=O)c2c(nc3n2CC(C)CN3c2cc(Cl)ccc2C)n(C)c1=O (stereo not drawn)	-6	0.0	-0.4	1
O=C(NCc1ccc(F)cc1)c1ccc(CS(=O)c2ccccc2)o1 (stereo not drawn)	12	-0.1	0.0	-6
Cc1ccc(F)cc1S(=O)(=O)N1CCC(c2nc(-c3ccc(F)cc3)no2)CC1	21	0.1	0.1	0
CCOc1cc(/C=N/NC(=O)CC2(C)OCCO2)ccc1OCc1ccc([N+](=O)[O-])cc1	12	0.3	-0.8	19
O=C(CSc1nncs1)N1CCN(c2ccccc2)CC1	-3	0.5	2.0	1
CCOC(=O)c1cnc2ccccc2c1Nc1ccc(Cl)cc1	15	0.1	0.5	-4
COc1ccc(-c2nnn(CC(=O)Nc3ccc(F)c(Cl)c3)n2)cc1OC	-14	0.2	-0.6	-4
Cc1ccc(CNC(=O)c2ccc(Cn3c(=O)[nH]c4ccsc4c3=O)cc2)cc1	0	0.0	-0.6	2
O=C(Cn1ccc([N+](=O)[O-])n1)N1CCCc2ccccc21	11	0.1	-0.1	29
Cc1ccc2oc(-c3cc(NC(=O)c4ccco4)ccc3Cl)nc2c1	3	0.0	-0.7	-8
CCCC1CCC(=NNS(=O)(=O)c2ccc(C)c([N+](=O)[O-])c2)CC1 (stereo not drawn)	11	0.2	-0.3	2
CCOC(=O)C(=O)NNc1cc(Cl)ccc1Cl	5	1.1	-1.1	-10
CCCc1cc(=O)[nH]c(SCC(=O)Nc2nc3ccc([N+](=O)[O-])cc3s2)n1	10	0.0	-0.2	7
COc1ccc(Br)cc1/C=C1/C(=O)NC(=O)N(c2ccccc2F)C1=O	12	0.0	-1.0	0
COc1cc(C2C(C(=O)Nc3ccccc3F)=C(C)NC3=C2C(=O)CCC3)ccc1O (stereo not drawn)	2	0.1	2.0	-5
COc1ccccc1CNC(=O)CCCNC(=O)Cn1cnc2sc3c(c2c1=O)CCCC3	-8	-0.2	1.4	-2
O=C(Nc1ccccc1C(F)(F)F)c1cc(-c2ccccc2)nc2ccccc12	9	0.7	-0.6	13
CC(=O)c1cccc(S(=O)(=O)NC(c2ccccc2)c2ccccc2)c1	-4	0.0	-0.3	10
CCOC(=O)c1c(NC(=O)c2cc(=O)c3ccccc3o2)sc2c1CCN(C(C)=O)C2	-10	-0.1	6.0*	1

A draw from above in order of molar mass, rising:
SMILES	MITF primary	FBW7 act	GPR151 ag	TEAD-YAP block
CCOC(=O)C(=O)NNc1cc(Cl)ccc1Cl	5	1.1	-1.1	-10
CCCc1cc(=O)[nH]c(SCC(=O)Nc2nc3ccc([N+](=O)[O-])cc3s2)n1	10	0.0	-0.2	7
COc1ccc(Br)cc1/C=C1/C(=O)NC(=O)N(c2ccccc2F)C1=O	12	0.0	-1.0	0

More results:
SMILES	MITF primary	FBW7 act	GPR151 ag	TEAD-YAP block
O=C1C2C3C=CC(C3=C3CCCC3)C2C(=O)N1c1cccc(C(F)(F)F)c1 (stereo not drawn)	10	0.0	1.5	1
Cc1ccc(NC(=S)N(CCc2ccccc2)Cc2ccccc2)cc1	-3	-0.1	1.2	-4
O=C(c1ccc2c(=O)n(Cc3ccc4c(c3)OCO4)c(=S)[nH]c2c1)N1CCOCC1	-15	0.0	-1.1	-5
OC1CCN(Cc2cccc(F)c2)CC1	28	-0.2	0.0	1
CCOC(=O)CC(=O)CSc1nc2[nH]ncc2c(=O)n1-c1ccccc1	19	1.6	0.4	11
O=C1CC(c2ccccc2I)c2c(ccc3ccccc23)N1 (stereo not drawn)	-2	0.0	-1.2	6
Cn1cc(/C=C2\C(=O)NC(=O)N(c3ccc(Br)cc3)C2=O)c2ccccc21	-5	-0.1	1.6	-5
O=S(=O)(Cc1ccccc1)N1CCN(c2ncnc3[nH]ncc23)CC1	0	-0.2	0.5	-2
CCOC(=O)c1coc(CNC(=O)c2c(C)oc3c2CCCC3)c1	5	-0.1	0.6	7
CC(=O)N1/C(=C/c2cc3cc(C)ccc3nc2N2CCOCC2)C(=O)c2ccccc21	9	0.0	0.1	0
O=C(c1ccc2c(c1)ncn2-c1ccc(F)cc1F)N1CCCCC1	12	-0.1	0.8	-37
CC(C)(C)CN1CCN(Cc2ccc3cc(F)ccc3n2)CC1CCO (stereo not drawn)	2	-0.1	-0.4	3
CCOC(=O)C1=C(C)N=c2s/c(=C/c3cccc([N+](=O)[O-])c3)c(=O)n2C1/C=C/c1ccccc1 (stereo not drawn)	5	0.0	0.2	-6
COc1ccc(S(=O)(=O)Oc2ccc3c(c2)OCO3)cc1[N+](=O)[O-]	-2	-0.1	-0.1	4
COCCNC(=O)c1ccccc1NS(=O)(=O)c1ccc(Br)s1	4	0.0	-0.7	-3
O=c1c2ccccc2nc(/C=C/c2ccc([N+](=O)[O-])cc2)n1CCCO	-4	-0.3	-0.8	7
CCN1/C(=C2\C(=O)N(c3ccccc3)NC2=Nc2ccccc2)C=Cc2ccccc21	20	-0.3	1.4	2
O=C(c1cc2c(s1)CCC2)N1C(=O)c2ccccc2S1(=O)=O	0	0.0	0.2	0
O=C(c1ccco1)N1CCN(CC(O)COc2ccc3oc4ccccc4c3c2)CC1 (stereo not drawn)	16	-0.1	1.3	-12
CC1=CC(=C(C#N)C#N)C=C(C)N1Cc1cccnc1	4	0.0	-0.6	1
CSc1nc2ccc(NC(=O)c3ccccc3[N+](=O)[O-])cc2s1	6	-0.1	-0.9	-20
COc1ccc(NC(=O)CSc2nnc(CNC(=O)c3ccccc3C(F)(F)F)n2-c2ccc([N+](=O)[O-])cc2)cc1	12	0.2	-0.2	10
CCCCNc1nnnc2c1sc1nc(N3CCOCC3)c3c(c12)CC(C)(C)OC3	12	-0.1	0.4	-2
O=C(CN1Cc2ccccc2C1=O)N1CCCC1	4	0.0	-1.8	-12

Whole records from above. Order of screens: MITF primary | FBW7 act | GPR151 ag | TEAD-YAP block
O=C(c1ccco1)N1CCN(CC(O)COc2ccc3oc4ccccc4c3c2)CC1 (stereo not drawn) is entered as 16 | -0.1 | 1.3 | -12
CCCCNc1nnnc2c1sc1nc(N3CCOCC3)c3c(c12)CC(C)(C)OC3 is entered as 12 | -0.1 | 0.4 | -2

Remaining list, next part.
SMILES	MITF primary	FBW7 act	GPR151 ag	TEAD-YAP block
CCCCc1ccc(S(=O)(=O)Nc2nnc(C)s2)cc1	-2	0.0	-1.2	2
O=C(O)CCNc1nc(-c2ccccc2)nc2ccccc12	11	0.1	0.5	8
COC(=O)c1ccc(C2N(c3ccc(C)cc3)CCN2c2ccc(C)cc2)cc1	13	0.8	-1.3	8
CCN(CC)CC(=O)c1c(C)[nH]c2ccccc12	0	0.1	2.2	8
O=CNCc1ccccc1OC(F)F	-6	-0.2	0.3	-12
COc1ccc(-c2nc(-c3ccccn3)no2)cc1[N+](=O)[O-]	16	0.1	-0.4	-7
O=C(COc1ccccc1)OCC(=O)c1ccc(Cl)s1	11	0.3	-2.0	12
Cc1cccc(NC(=O)CN(C)S(=O)(=O)c2ccc3[nH]c4c(c3c2)CCCC4)c1	-1	-0.2	-0.5	-9
COc1ccc(C2CC3(OCCO3)C3(CCCCC3)O2)cc1 (stereo not drawn)	0	-0.1	-0.1	7

Limited to GPR151 ag, for 2 of the compounds above:
SMILES | GPR151 ag
O=C(O)CCNc1nc(-c2ccccc2)nc2ccccc12 | 0.5
COc1ccc(-c2nc(-c3ccccn3)no2)cc1[N+](=O)[O-] | -0.4
